Assay outcomes (PubChem BioAssay)
D3 antag = qHTS of D3 Dopamine Receptor Antagonist: qHTS; D3R cells, DiscoveRx beta-arrestin luminescence, antagonist mode; stronger effect = lower value; D(3) dopamine receptor (Homo sapiens), P35462; actives 2.5% (n = 360,000); max response, negative = inhibition, %; AID 652054, 2013; in the data active = max response below about -50%; inconclusive = no clear call, values can overlap the other calls; note: % is set by controls: 0 for no effect and ±100 for the full control effect; mostly tested at two doses, the higher about 12 µM
Target sequence (P35462 whole entry, looked up): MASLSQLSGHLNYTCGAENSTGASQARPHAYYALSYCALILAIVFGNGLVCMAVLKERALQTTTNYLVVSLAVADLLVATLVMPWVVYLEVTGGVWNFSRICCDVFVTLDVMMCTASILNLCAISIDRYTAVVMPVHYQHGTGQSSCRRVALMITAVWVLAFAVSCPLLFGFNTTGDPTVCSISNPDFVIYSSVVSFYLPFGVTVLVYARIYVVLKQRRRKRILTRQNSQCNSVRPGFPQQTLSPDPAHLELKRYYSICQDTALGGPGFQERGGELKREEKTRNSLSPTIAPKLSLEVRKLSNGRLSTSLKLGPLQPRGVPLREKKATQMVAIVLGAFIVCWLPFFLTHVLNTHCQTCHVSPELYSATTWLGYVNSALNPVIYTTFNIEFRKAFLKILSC
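Cells expressing the human receptor were seeded at 1500 cells/well, incubated overnight at 37 degrees C in 5% CO2, then exposed to library compounds with dopamine controls for 90 minutes at 37 degrees C before luminescent detection.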
HT1080 IDH1KD tx = qHTS for induction of synthetic lethality in tumor cells producing 2HG: qHTS for the HT-1080-IDH1KD cell line | HT-1080 IDH1 knockdown viability, ATP luminescence, 48 h | Potency, µM (series often up to 46.1 µM), without a hit: at the highest dose activity, negative = toxicity, actives largely listed as cytotoxic | actives 2% (n = 360,000) | AID 686971, 2013;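 note: potency is the fitted concentration of half-maximal effect; 0% = DMSO wells and -100% = cell-free medium wells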
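After a 2 h attachment period, IDH1KD HT-1080 cells took pin-transferred compound for 48 h at 37 °C; ATP-based luminescence after 10 min room-temperature reagent incubation reported viability.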
SW480 rerep = A quantitative high throughput screen for small molecules that induce DNA re-replication in SW480 colon adenocarcinoma cells | Potency, µM (top dose mostly 46.1 µM), without a hit: at the top dose re-replication activation, most hits filed as activators | SW480 DNA re-replication, Hoechst DNA content imaging, 48 h | actives 1.8% (n = 340,000) | AID 624297, 2012; note: potency is the fitted concentration of half-maximal effect; % of control where 0% means no effect; nearly all actives have a fitted effect of over 55% in size
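Hoechst fluorescence of nuclei (405 nm excitation, 500-530 nm emission) measured by plate-scanning imager after 48 hr compound exposure at 37 C; re-replication scored as increased number of nuclei with elevated intensity.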
HT1080NT lethal = qHTS for induction of synthetic lethality in tumor cells producing 2HG: qHTS for the HT-1080-NT fibrosarcoma cell line. AID 686970, 2013. actives 1.6% (n = 360,000). Potency, µM (series often up to 46.1 µM), for the others: top-dose activity, negative = less viability, most hits filed as cytotoxic. HT-1080-NT fibrosarcoma viability, CellTiter-Glo ATP luminescence, 48 h;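 note: NT is the 2HG producing partner of a matched IDH1 knockdown line; potency is the fitted concentration of half-maximal effect; 0% = DMSO-treated cells and -100% = media-only wells without cells; nearly all actives have a fitted effect of over 55% in size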
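Read-out is CellTiter-Glo luminescence after 10 minutes at room temperature, following 48 hours' compound treatment of HT-1080-NT cells (750 cells/well, RPMI, 5% FBS, 37 degrees C).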
D3 ag = qHTS of D3 Dopamine Receptor Agonist: qHTS; max activation, %; D3R DiscoveRx beta-arrestin cells, luminescence, 90 min; actives 0.58% (n = 410,000); in the data active = max activation above about 30%; note: 0% is about no effect; mostly tested at two doses, the higher about 12 µM
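Cells at 1500/well, incubated overnight, then treated with pinned compounds (dopamine as control) for 90 min at 37 degrees C. DiscoveRx reagent added for 30 - 60 minutes at room temperature; luminescence read.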
IL-1B inflam inh = qHTS for Inhibitors of Inflammasome Signaling: IL-1-beta AlphaLISA Primary Screen | THP-1 LPS/ATP IL-1B secretion, AlphaLISA, 16 h; stronger effect = lower value | activity change, % at 57.5 µM | actives 4.7% (n = 360,000); in the data active = activity change below about -50%; inconclusive = mostly about -30% to -49%; note: % is set by controls: 0 for no effect and ±100 for the full control effect
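THP-1 cells pretreated 1 hr with compounds (up to 57.5 uM final), then stimulated with LPS (250 ng/mL final) plus ATP (1.25 mM final); secreted IL-1B measured by AlphaLISA after 16 hr, decreased signal indicating inhibition.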
KB-3-1 cytotox = qHTS assay for MDR1-selective chemotherapeutics: Primary screen using the parental adenocarcinoma cell KB-3-1; KB-3-1 viability, CellTiter-Glo ATP luminescence, 72 h; Potency, µM (series often up to 46.1 µM), for the others: at the top dose activity change, negative = cytotoxic, actives largely listed as cytotoxic; actives 1.4% (n = 400,000); note: potency is the fitted concentration of half-maximal effect; % is set by controls: 0 for no effect and ±100 for the full control effect; nearly all actives have a fitted effect of over 60% in size
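Screening of KB-3-1 cells (DMEM, 10% FBS, phenol-red free) ran from lowest to highest compound concentration; after 72 h at 37 °C viability was read luminescently and curves fitted.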
GLP-1R agonist = qHTS of GLP-1 Receptor Agonists. Glucagon-like peptide 1 receptor (Homo sapiens), P43220. HEK293 GLP-1R CRE-luciferase, luminescence, 4-6 h; cells express a hypersensitive GLP-1R form. Potency, µM (top dose mostly 45.6 µM), inactives show at the top dose activation, hits mostly activators. actives 0.007% (n = 380,000). AID 624172, 2012; note: potency is the fitted concentration of half-maximal effect; % of control where 0% means no effect
Target sequence (P43220 whole entry, looked up): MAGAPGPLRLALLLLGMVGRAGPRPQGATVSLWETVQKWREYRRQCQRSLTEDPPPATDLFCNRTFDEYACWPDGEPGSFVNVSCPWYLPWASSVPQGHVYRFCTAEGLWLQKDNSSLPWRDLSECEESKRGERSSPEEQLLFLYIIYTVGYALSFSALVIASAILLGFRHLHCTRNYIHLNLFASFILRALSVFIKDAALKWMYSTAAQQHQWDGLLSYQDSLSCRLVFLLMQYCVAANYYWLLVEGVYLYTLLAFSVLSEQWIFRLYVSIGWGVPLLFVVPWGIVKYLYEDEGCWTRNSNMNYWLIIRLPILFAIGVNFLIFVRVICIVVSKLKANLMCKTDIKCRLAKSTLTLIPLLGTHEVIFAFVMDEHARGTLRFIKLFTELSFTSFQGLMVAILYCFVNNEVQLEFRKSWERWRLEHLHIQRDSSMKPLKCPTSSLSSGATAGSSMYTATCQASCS
KB-V1 MDR tox = qHTS assay for MDR1-selective chemotherapeutics: Primary screen using the drug-selected MDR subline cells KB-V1. KB-V1 MDR cells viability, CellTiter-Glo, 72 h. Potency, µM (titrated, usually from 46.1 µM), for inactives: at the top dose activity change, negative = cytotoxicity, usual class: cytotoxic. actives 3.4% (n = 400,000); note: potency is the fitted concentration of half-maximal effect; % is set by controls: 0 for no effect and ±100 for the full control effect; nearly all actives have a fitted effect of over 60% in size
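Cytotoxicity toward P-gp-expressing KB-V1 cells was determined as loss of CellTiter-Glo luminescence after 72 h at 37 degrees C. Compounds were tested in quantitative HTS format across a concentration range, with curves fitted to normalized data.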
An asterisk follows results filed as active; [ ] = dose if it differs, or a comment. Unless noted, calls come from the whole dose curve; as a rule, active = well fitted curve in the direction sought with a large enough effect; inconclusive = small, poorly fitted or top-dose-only effect, or another doubt; inactive = no such curve, though single readings can be large; an effect the other way counts as inactive or inconclusive.

What do the screens show for `O=C(COc1ccc2c(c1)CCC2)Nc1ccccn1`?
D3 antag: 21; HT1080 IDH1KD tx: -29%; SW480 rerep: -7%; HT1080NT lethal: -6%; D3 ag: 0; IL-1B inflam inh: -17; KB-3-1 cytotox: -16%; GLP-1R agonist: -23%; KB-V1 MDR tox: -16%

What do the screens show for `COc1ccc(N2CCN(Cc3nc4c(c(=O)n(C)c(=O)n4C)n3CC(C)=O)CC2)cc1`?
D3 antag: 19; HT1080 IDH1KD tx: -6%; SW480 rerep: -2%; HT1080NT lethal: 3%; D3 ag: 8; IL-1B inflam inh: 19; KB-3-1 cytotox: -23%; GLP-1R agonist: 2%; KB-V1 MDR tox: inconclusive

How did COC(=O)c1ccc(COc2ccccc2/C=C(\C#N)C(=O)Nc2c(C)cccc2C)cc1 do in these assays?
D3 antag: 5; HT1080 IDH1KD tx: 18µM*; SW480 rerep: 24%; HT1080NT lethal: 18µM*; D3 ag: 9; IL-1B inflam inh: -79*; KB-3-1 cytotox: inconclusive; GLP-1R agonist: 2%; KB-V1 MDR tox: inconclusive

What do the screens show for `COc1cc(OC)c(S(=O)(=O)Nc2ccc(C)cn2)cc1NC(C)=O`?
D3 antag: -11; HT1080 IDH1KD tx: -7%; SW480 rerep: -5%; HT1080NT lethal: -3%; D3 ag: -2; IL-1B inflam inh: 26; KB-3-1 cytotox: -4%; GLP-1R agonist: 9%; KB-V1 MDR tox: -11%

How did Cn1c(SCC(=O)Nc2ccc(Br)cc2F)nnc1-c1ccco1 do in these assays?
D3 antag: -15; HT1080 IDH1KD tx: -1%; SW480 rerep: 0%; HT1080NT lethal: 29%; D3 ag: -16; IL-1B inflam inh: -12; KB-3-1 cytotox: -16%; GLP-1R agonist: 4%; KB-V1 MDR tox: -23%

What do the screens show for `COc1cccc(C(=O)NCC(=O)N/N=C/c2ccc3c(c2)OCO3)c1`?
D3 antag: 5; HT1080 IDH1KD tx: 3%; SW480 rerep: -4%; HT1080NT lethal: 3%; D3 ag: 7; IL-1B inflam inh: 55; KB-3-1 cytotox: 13%; GLP-1R agonist: -1%; KB-V1 MDR tox: 1%

What do the screens show for `CCOC(=O)c1nnn(-c2nn3nnnc3c3ccccc23)c1C`?
D3 antag: 9; HT1080 IDH1KD tx: -11%; SW480 rerep: -6%; HT1080NT lethal: -16%; D3 ag: -1; IL-1B inflam inh: -8; KB-3-1 cytotox: -9%; GLP-1R agonist: 1%; KB-V1 MDR tox: 0%

How did COc1ccc(Cl)cc1NC(=O)NC(C)c1ccncc1 (stereo not drawn) do in these assays?
D3 antag: inconclusive; HT1080 IDH1KD tx: 4%; SW480 rerep: 0%; HT1080NT lethal: -27%; D3 ag: -24; IL-1B inflam inh: -8; KB-3-1 cytotox: -12%; GLP-1R agonist: 18%; KB-V1 MDR tox: 18µM*

How did O=C([C@H](Cc1ccccc1)N1C(=O)c2ccccc2C1=O)N1CCOCC1 do in these assays?
D3 antag: 14; HT1080 IDH1KD tx: 0%; SW480 rerep: 2%; HT1080NT lethal: 9%; D3 ag: 4; IL-1B inflam inh: 14; KB-3-1 cytotox: 7%; GLP-1R agonist: 6%; KB-V1 MDR tox: -11%

What do the screens show for `Cc1cccc(C(=O)N2CCN(S(=O)(=O)N3CCCCC3)CC2)c1`?
D3 antag: 3; HT1080 IDH1KD tx: 5%; SW480 rerep: -1%; HT1080NT lethal: 4%; D3 ag: 7; IL-1B inflam inh: 0; KB-3-1 cytotox: 1%; GLP-1R agonist: -18%; KB-V1 MDR tox: 1%

What do the screens show for `COC(=O)c1cccc(NC(=O)c2cccc(OC)c2)c1`?
D3 antag: 16; HT1080 IDH1KD tx: -1%; SW480 rerep: -8%; HT1080NT lethal: 5%; D3 ag: 0; IL-1B inflam inh: 0; KB-3-1 cytotox: -10%; GLP-1R agonist: 1%; KB-V1 MDR tox: -5%

What do the screens show for `Cc1cc(NC(=O)CSc2ccc3nnc(-c4ccccn4)n3n2)no1`?
D3 antag: 3; HT1080 IDH1KD tx: 5%; SW480 rerep: -3%; HT1080NT lethal: -9%; D3 ag: -2; IL-1B inflam inh: 35; KB-3-1 cytotox: 0%; GLP-1R agonist: 2%; KB-V1 MDR tox: -1%

Two compounds drawn at random from those above, as already listed:
What do the screens show for `COc1cc(OC)c(S(=O)(=O)Nc2ccc(C)cn2)cc1NC(C)=O`?
D3 antag: -11; HT1080 IDH1KD tx: -7%; SW480 rerep: -5%; HT1080NT lethal: -3%; D3 ag: -2; IL-1B inflam inh: 26; KB-3-1 cytotox: -4%; GLP-1R agonist: 9%; KB-V1 MDR tox: -11%

What do the screens show for `O=C(COc1ccc2c(c1)CCC2)Nc1ccccn1`?
D3 antag: 21; HT1080 IDH1KD tx: -29%; SW480 rerep: -7%; HT1080NT lethal: -6%; D3 ag: 0; IL-1B inflam inh: -17; KB-3-1 cytotox: -16%; GLP-1R agonist: -23%; KB-V1 MDR tox: -16%

Remaining list, next part
How did COc1cc(NC(=S)N2CCCC(C)C2)c(OC)cc1Cl (stereo not drawn) do in these assays?
D3 antag: 4; HT1080 IDH1KD tx: 1%; SW480 rerep: inconclusive; HT1080NT lethal: 0%; D3 ag: 6; IL-1B inflam inh: 31; KB-3-1 cytotox: -1%; GLP-1R agonist: 3%; KB-V1 MDR tox: inconclusive

Results for CC(=O)N1CCN(C(=O)c2ccc(S(=O)(=O)Nc3ccccc3C)cc2)CC1 ?
D3 antag: -12; HT1080 IDH1KD tx: 5%; SW480 rerep: -365%[inhibitor]; HT1080NT lethal: 12%; D3 ag: 6; IL-1B inflam inh: 6; KB-3-1 cytotox: -3%; GLP-1R agonist: 7%; KB-V1 MDR tox: 12%

Results for COc1ccc(N(CC(=O)NCCSc2ccccn2)S(=O)(=O)c2ccccc2)cc1OC ?
D3 antag: 5; HT1080 IDH1KD tx: -10%; SW480 rerep: 3%; HT1080NT lethal: -14%; D3 ag: 1; IL-1B inflam inh: 29; KB-3-1 cytotox: 0%; GLP-1R agonist: 11%; KB-V1 MDR tox: inconclusive

Results for COc1ccccc1OCC(=O)NCCCN1CCOCC1 ?
D3 antag: -20; HT1080 IDH1KD tx: 12%; SW480 rerep: -23%; HT1080NT lethal: 20%; D3 ag: -9; IL-1B inflam inh: 0; KB-3-1 cytotox: 7%; GLP-1R agonist: 2%; KB-V1 MDR tox: 14%

How did CCC(=O)N1CCc2cc(S(=O)(=O)CCC(=O)Nc3ccc(C(C)=O)cc3)ccc21 do in these assays?
D3 antag: 3; HT1080 IDH1KD tx: -3%; SW480 rerep: 7%; HT1080NT lethal: 2%; D3 ag: 6; IL-1B inflam inh: -17; KB-3-1 cytotox: -19%; GLP-1R agonist: 10%; KB-V1 MDR tox: 0%

What do the screens show for `CCc1ccc(NC(=O)Cn2cc([N+](=O)[O-])nc2C)cc1`?
D3 antag: 3; HT1080 IDH1KD tx: -21%; SW480 rerep: -18%; HT1080NT lethal: -9%; D3 ag: -2; IL-1B inflam inh: 21; KB-3-1 cytotox: -7%; GLP-1R agonist: -1%; KB-V1 MDR tox: 5%

What do the screens show for `C1CCCC(NC2=NCCO2)CCC1`?
D3 antag: 22; HT1080 IDH1KD tx: 10%; SW480 rerep: 1%; HT1080NT lethal: 9%; D3 ag: -1; IL-1B inflam inh: 20; KB-3-1 cytotox: -22%; GLP-1R agonist: 17%; KB-V1 MDR tox: inconclusive

Results for O=Nc1c(O)[nH]c2ccc(Cl)cc12 ?
D3 antag: 14; HT1080 IDH1KD tx: -12%; SW480 rerep: -3%; HT1080NT lethal: -9%; D3 ag: 9; IL-1B inflam inh: -72*; KB-3-1 cytotox: inconclusive; GLP-1R agonist: 14%; KB-V1 MDR tox: inconclusive

How did CCCCNC(=O)C1Cc2cc(S(=O)(=O)N3CCCC3)ccc2N1C(C)=O (stereo not drawn) do in these assays?
D3 antag: -4; HT1080 IDH1KD tx: 6%; SW480 rerep: -10%; HT1080NT lethal: 7%; D3 ag: 6; IL-1B inflam inh: -8; KB-3-1 cytotox: 8%; GLP-1R agonist: 9%; KB-V1 MDR tox: 17%

What do the screens show for `NC(=O)C1CCN(C(=O)c2cc3c(s2)CCCCC3)CC1`?
D3 antag: 7; HT1080 IDH1KD tx: 1%; SW480 rerep: -5%; HT1080NT lethal: -3%; D3 ag: -4; IL-1B inflam inh: 6; KB-3-1 cytotox: -5%; GLP-1R agonist: -5%; KB-V1 MDR tox: inconclusive

What do the screens show for `CC(=O)Nc1ccc2nsnc2c1`?
D3 antag: 9; HT1080 IDH1KD tx: 14%; SW480 rerep: 21%; HT1080NT lethal: 24%; D3 ag: 3; IL-1B inflam inh: -20; KB-3-1 cytotox: 8%; GLP-1R agonist: -3%; KB-V1 MDR tox: 20%

How did COc1ccc(CN(Cc2cccn2C)C(=O)c2cc3cc(OC)ccc3[nH]2)cc1 do in these assays?
D3 antag: inconclusive; HT1080 IDH1KD tx: -10%; SW480 rerep: -1%; HT1080NT lethal: -12%; D3 ag: 0; IL-1B inflam inh: -81*; KB-3-1 cytotox: -26%; GLP-1R agonist: 0%; KB-V1 MDR tox: -24%
